High-throughput results from PubChem.
ERAP1 inh: human ERAP1 aminopeptidase inhibitors, primary screen, biochemical, single point, plate reader; AID 652197, 2013; 340,000 tested, 0.15% active; inhibition, % at 10.7 µM; recombinant ERAP1, Leu-AMC fluorescence, 60 min;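 active = mean replicate inhibition of at least 30%, or all replicates individually reaching that 30% level; inactive = mean below 30% and not every replicate reaching it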;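 also: 0% = neutral control wells and 100% = L-leucinethiol positive control wells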
S100A4 inh HTS: inhibitors of S100A4-myosin IIA peptide binding, primary screen, biochemical, fluorescence polarization, TAMRA-MyoIIA peptide; Protein S100-A4 (Homo sapiens), P26447; inhibition, % at 10.7 µM; 360,000 tested, 0.14% active;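 active = mean inhibition of at least 70% across replicates, with every replicate also reaching that level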
Target sequence (P26447 whole entry, looked up): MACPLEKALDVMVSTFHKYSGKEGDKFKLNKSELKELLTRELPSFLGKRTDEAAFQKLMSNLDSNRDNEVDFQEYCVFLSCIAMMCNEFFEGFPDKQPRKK
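Assay system: human S100A4 monomer with TAMRA-labelled myosin IIA peptide / Buffer or medium: Calcium-containing HEPES buffer, pH 7.2 / Reagent: TAMRA-labelled myosin IIA heavy-chain peptide probe, 5 nM / Compound: one dose per compound / Timing: polarization read 5 min after assay mix addition, stable 5–60 min / Benchmarks: neutral control DMSO, positive control TFP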
ERp5 block: inhibitors of ERp5-driven insulin aggregation, primary screen, biochemical, turbidity, absorbance 650 nm, single point; Protein disulfide-isomerase A6 (Homo sapiens), Q15084; 90 min; inhibition, % at 9.99 µM; 350,000 tested, 0.05% active; AID 651711, 2012;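 active = mean replicate inhibition above about 25%, with every replicate also reaching it, limit read from the data, passing the limit was not always enough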
Target sequence (Q15084 whole entry, looked up): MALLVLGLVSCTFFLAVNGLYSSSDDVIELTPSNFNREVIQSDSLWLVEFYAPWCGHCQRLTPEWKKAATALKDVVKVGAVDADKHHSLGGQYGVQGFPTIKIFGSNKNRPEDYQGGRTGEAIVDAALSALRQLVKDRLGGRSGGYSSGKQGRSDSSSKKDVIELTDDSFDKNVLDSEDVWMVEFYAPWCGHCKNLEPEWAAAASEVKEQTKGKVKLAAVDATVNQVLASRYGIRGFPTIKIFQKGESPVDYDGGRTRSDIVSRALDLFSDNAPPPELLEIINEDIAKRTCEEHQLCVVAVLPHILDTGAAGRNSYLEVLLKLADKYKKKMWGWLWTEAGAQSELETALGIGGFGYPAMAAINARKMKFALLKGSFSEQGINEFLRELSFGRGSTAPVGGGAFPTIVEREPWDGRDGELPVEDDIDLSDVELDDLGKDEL
esBAF inh: Bmi1 luciferase reporter increase in mESCs, primary screen, esBAF inhibitor project, mouse ES cells, Bmi1 luciferase knock-in, single point; 24 h; 100% = twice the neutral-well signal; reporter increase, % at 12.5 µM; 350,000 tested, 2% active; AID 602393, 2012; in the data active = activation above about 40%;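 also: 0% = median of the plate's neutral control wells and 100% = double that signal; a rise in the Bmi1 reporter signal indicates esBAF inhibition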
RAD52 inh: RAD52 DNA annealing inhibitors, primary screen, biochemical, FRET, single point, set 2; DNA repair protein RAD52 homolog (Homo sapiens), P43351; recombinant RAD52 DNA annealing, FRET fluorescence; inhibition, % at 18.7 µM; 360,000 tested, 0.46% active; AID 651710, 2012;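 active = every replicate showing at least 50% inhibition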
Target sequence (P43351 whole entry, looked up): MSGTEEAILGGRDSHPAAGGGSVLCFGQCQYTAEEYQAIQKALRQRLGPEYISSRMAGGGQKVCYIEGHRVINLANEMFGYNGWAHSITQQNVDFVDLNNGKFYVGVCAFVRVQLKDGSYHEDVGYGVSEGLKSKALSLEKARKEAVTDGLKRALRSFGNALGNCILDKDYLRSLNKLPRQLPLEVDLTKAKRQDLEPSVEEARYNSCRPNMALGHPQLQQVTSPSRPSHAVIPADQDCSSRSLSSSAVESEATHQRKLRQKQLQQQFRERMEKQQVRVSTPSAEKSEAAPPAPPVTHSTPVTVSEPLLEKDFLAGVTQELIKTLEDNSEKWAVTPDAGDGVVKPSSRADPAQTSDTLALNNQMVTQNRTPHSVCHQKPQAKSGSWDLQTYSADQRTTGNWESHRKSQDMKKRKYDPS
E-sel inducer: E-selectin induction in HUVECs, primary screen, imaging, HUVEC, immunofluorescence imaging, single point. 260,000 tested, 0.37% active. P16581. normalized: neutral wells 0, TNF-alpha wells 100. activation, % at 7.58 µM;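 active = mean E-selectin-positive cell signal at least 10% of the positive control, reached in at least 60% of replicates, without over 20% cell loss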;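 also: in these data hits start at about 27%; measured in HUVEC primary endothelial cells; signal is the percent of cells scored E-selectin positive by PE staining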
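Assay system: HUVEC, human umbilical vein endothelial cells / Amount: 3,000 HUVEC/well / Controls: TNF-alpha positive control, DMSO neutral control / Compound dosing: single concentration / Medium: EGM-2 over gelatin coat / Evaluation: percent E-selectin-positive cells / Signal: immunofluorescence imaging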
RAD54 branch: inhibitors of human RAD54 branch migration, primary screen, biochemical, fluorescence, single point; 360,000 tested, 0.14% active; RAD54 Holliday junction branch migration, FAM/BHQ fluorescence; inhibition, % at 10.4 µM; AID 602329, 2012; DNA repair and recombination protein RAD54-like (Homo sapiens), Q92698;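 active = mean normalized replicate activity at least 40 and at least half of replicates scoring 40 or more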;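 also: 0% = median of neutral control wells and 100% = median of positive control wells; inhibitors cause a drop in the FAM fluorescence signal; in these data hits start at about 50%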
XiGFP reactiv: activators of inactive X chromosome reactivation, primary screen, imaging, XiGFP fibroblasts, GFP high-content imaging, set 2; XiGFP mouse fibroblasts, % GFP-positive cells imaging, 3 d; cells co-treated with 5-aza-dC sensitizer; scaled so ellipticine positive control = 100%; activation, % at 7.58 µM; 360,000 tested, 0.055% active;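 active = mean normalized replicate activation at least 10% and every replicate at or above 10%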;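 also: 0% = median of on-plate neutral control wells and 100% = ellipticine 6 µM median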
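System: 68-5-11 XiGFP fibroblast line | Buffer or medium: DMEM containing 5-aza-dC | Compound: Single point | Times: Compounds 3 days, fix/stain 15 min at room temperature | Benchmarks: Positive control ellipticine, 6 µM final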
* hit, by the source's call; x = not tested or not shown.

SMILES	ERAP1 inh	S100A4 inh HTS	ERp5 block	esBAF inh	RAD52 inh	E-sel inducer	RAD54 branch	XiGFP reactiv
COc1cccc(COC(=O)C2CCN(C(=O)c3ccccc3C)CC2)c1OC	0	-1	4	-1	-3	-3.7	0	0.1
COc1cccc(S(=O)(=O)N2CC[C@@H]3[C@H]2c2cc(C#Cc4ccccc4)ccc2N[C@@H]3CO)c1	3	5	-1	-3	-2	0.1	-1	-0.1
O=C(C[C@H]1C=C[C@H](NC(=O)Cc2cccnc2)[C@@H](CO)O1)NCc1ccc2c(c1)OCO2	-3	-1	-2	-3	0	0.0	7	0.6
Cc1ccccc1NC(=O)C(NC1CCCCC1)C(C)C (centres undefined)	-2	-17	5	x	-9	x	x	0.2
CSCC[C@H](NC(=O)Nc1ccc(OC(F)(F)F)cc1)C(=O)O	-6	-1	10	3	-7	x	x	0.0
COCCNC(=O)CN1C(=O)COc2ccc(S(=O)(=O)N3CC(C)CC(C)C3)cc21 (centres undefined)	-3	-1	5	-1	-12	-0.1	11	0.3
CN(C)C(=O)c1ccc(-c2ccc3c(c2)[C@H]2[C@H](CCN2C(=O)Cc2ccccn2)[C@@H](CO)N3C)cc1	-3	8	1	1	-20	-0.5	-1	0.0
COc1ccc(OC)c(NC(=O)CSc2nnc(CNC(=O)c3ccccc3F)o2)c1	-2	2	-4	0	-51	0.9	9	0.0
O=C(Cc1cccs1)NCc1ccc(Cl)cc1Cl	1	3	2	66*	-11	x	-15	0.2
COc1cccc(-n2c(=O)c3c(C)c(C(=O)N(C)C)sc3n(CC(=O)NCCc3ccc(OC)c(OC)c3)c2=O)c1	-4	1	4	x	-15	4.8	x	0.0
COc1ccc(NC(=S)N(CCCN2CCCC2)Cc2ccco2)cc1	0	-4	-2	x	-22	0.5	x	0.1
O=C(NCc1n[nH]c(=S)n1-c1ccc(Cl)c(Cl)c1)c1ccc(S(=O)(=O)N2CCOCC2)cc1	-1	3	-1	x	-13	0.0	x	0.3
C[C@H]1CN([C@@H](C)CO)C(=O)c2cccc(NC(=O)c3ccc(-c4nccs4)cc3)c2O[C@@H]1CN(C)Cc1ccc(Cl)c(Cl)c1	-1	12	0	0	13	304*	1	-0.7
Fc1ccc(-c2ccc(C3[C@H]4CNC[C@@H]3N4Cc3ccccn3)cc2)cc1 (some centres undefined)	1	-6	1	x	14	0.0	x	0.0
Cc1cccc(NC(=O)c2ccccc2SCc2ccc(F)cc2)n1	0	0	-5	6	-21	-0.3	11	-0.1
CCOc1ccccc1N1CCN(C(=O)c2cc(C)oc2C)CC1	0	0	1	x	-15	x	x	x
O=S(=O)(c1ccccc1)N1CCC2(CC1)OCCO2	-2	5	-9	-7	1	-2.2	-4	0.0
N=C1C(c2nc3ccccc3[nH]2)=C(O)CN1NC(=O)c1c[nH]c2ccccc12	3	-1	-2	x	11	x	x	-0.6
COC(=O)c1ccc(COC(=O)c2cccnc2Cl)cc1	2	3	-8	29	-6	-0.1	-8	0.2
CCCNC(=O)N1C[C@@H](O)COC[C@H]2O[C@H](CC(=O)N[C@H]3CCN(Cc4ccccc4)C3)CC[C@@H]21	3	-1	-2	7	-10	0.0	-3	0.0
CCC(C(=O)N1CCN(Cc2ccc3c(c2)OCO3)CC1)n1c(=O)[nH]c2ccccc2c1=O (centres undefined)	0	-7	0	2	-19	x	-4	0.0
CCOC(=O)c1c(C)c(C(=O)NCc2cccs2)c(C)n1CC	1	-4	3	5	-1	x	-2	x
Cc1ccc(Sc2nc3c(c(=O)[nH]c(=O)n3C)n2CCc2ccccc2)cc1	0	-1	0	-10	3	0.1	-8	-0.1
O=C(Cc1ccccn1)N1CC(=O)N2[C@@H](CO)[C@H](c3ccc(C#CC4CCCC4)cc3)[C@@H]2C1	32*	-12	4	x	-3	-0.7	x	0.0
Cc1ccccc1OC1=NS(=O)(=O)c2ccccc21	-1	1	-3	x	-19	-0.8	x	0.4
S=c1[nH]nc(C2CCCCC2)n1/N=C/c1ccccc1Cl	-1	1	5	0	-19	-0.2	-10	-0.1
CC(C)NC(=O)NC[C@H]1[C@@H](c2ccccc2)[C@@H](CO)N1C(=O)c1ccccc1	-5	12	5	-1	-23	-0.1	2	0.4
Cc1ccccc1Nc1ncc(C#N)c(N)n1	2	0	6	7	-8	-0.2	-7	-0.1
O=C(Nc1cccc(OC(=O)c2ccc(Br)o2)c1)c1ccccc1	-2	54	7	x	-18	0.1	-3	0.1
COc1ccc(N(CC(=O)NCc2cccnc2)S(=O)(=O)c2ccccc2)c(OC)c1	1	-1	3	3	-6	0.0	3	0.1
C[C@H]1CN([C@@H](C)CO)C(=O)c2c(c3ccccc3n2C)-c2ccccc2CO[C@@H]1CN(C)S(=O)(=O)c1cccc(F)c1	1	3	-13	7	11	0.3	0	0.5
COC(=O)c1ccc(NC(=O)CSc2nc(N)c(NC(=O)c3ccc(Br)o3)c(=O)[nH]2)cc1	0	3	6	x	-10	1.8	-7	0.1
CCNC(=O)C[C@H]1CC[C@@H]2[C@H](COC[C@@H](O)CN2C(=O)C2CCCC2)O1	1	-28	3	-1	-65	0.2	-12	0.2
COC(=O)C1=CN(c2ccc3c(c2)OCO3)C(N)=C(C#N)C1c1cccc(F)c1 (centres undefined)	-1	2	3	x	-32	0.9	x	0.0
CCc1cc(-c2n[nH]c(C)c2-c2nc(C)cs2)c(O)cc1OC	7	-2	-5	x	-5	x	x	-0.1
CCOc1cc(C2NC(=O)NC(C)=C2C(=O)NCc2ccccc2)c(Cl)cc1O (centres undefined)	2	-2	-6	3	-9	x	5	x
CCCNC(=O)Nc1ccc2c(c1)C(=O)N(C)[C@@H]1CC[C@H](CC(=O)NC3CCC3)O[C@H]1CO2	-1	45	-3	-8	7	-0.1	-4	0.1
C[C@@H]1CN([C@H](C)CO)S(=O)(=O)c2ccc(C#CC3CC3)cc2O[C@@H]1CN(C)C(=O)c1cccnc1	-1	5	7	6	1	0.1	-6	-0.4
Cc1noc(C)c1COc1ccccc1C(=O)NC(C)CCc1ccccc1 (centres undefined)	21	5	-2	2	-2	0.4	-8	-0.1
COc1ccc(NC(=O)COC(=O)Cc2ccc(Br)cc2)cc1	-3	-4	1	x	-4	x	x	0.3
CCN(CC)C(=O)C(=O)c1cccn1-c1ccc(C#N)cc1	0	-7	0	x	-11	0.5	x	0.2
COc1ccc(CCN=c2c([N+](=O)[O-])nn(-c3cccc(C)c3)n2O)cc1OC	1	1	5	10	-7	x	x	0.0
CCCNC(=O)C1(C)CCCN(C(=O)c2ccccc2OC(F)(F)F)C1 (centres undefined)	-1	0	-7	2	-3	0.3	-9	-0.1
Cc1ccc2ccccc2c1C(O)c1ncc(-c2ccc(Cl)cc2)[nH]1 (centres undefined)	-1	16	2	-3	-40	0.7	3	0.0
Oc1ccccc1C=NCCN1CCN(CCN=Cc2ccccc2O)C1c1ccccc1O (centres undefined)	1	0	1	-8	66*	-0.2	16	0.0
COc1cccc(C#Cc2ccc3c(c2)O[C@@H](CN(C)S(=O)(=O)c2ccccc2F)[C@@H](C)CN([C@H](C)CO)S3(=O)=O)c1	1	-15	4	-6	-17	-0.2	0	0.0
C[C@H](CO)N1C[C@H](C)[C@@H](CN(C)Cc2cccnc2)Oc2cc(/C=C/c3ccccc3)ccc2S1(=O)=O	-8	-5	-5	x	10	0.3	x	0.1
Cc1ccc(C(=O)CN2C(=O)C(C)Oc3ccccc32)cc1 (centres undefined)	4	-4	0	x	-16	0.0	x	-0.5
COC(=O)C(Cc1c[nH]c2ccccc12)NC(=O)c1cc(-c2ccc(OC)c(OC)c2)oc1C (centres undefined)	1	1	3	x	-69	x	-10	0.0
CN(CC(=O)Nc1cccc(F)c1)C(=O)c1cn2ccccc2n1	0	0	1	-5	2	0.2	0	-0.2
Cc1ccc(S(=O)(=O)N(C)C[C@@H]2OCCCC[C@H](C)Oc3ccc(NS(=O)(=O)c4ccccc4)cc3C(=O)N([C@H](C)CO)C[C@@H]2C)cc1	3	9	2	7	9	-0.1	0	0.2
Cc1sc(N)nc1C12CC3CC(CC(C3)C1)C2	0	0	1	x	-5	2.0	x	0.3
CN1CCN(C(=O)c2cc3c(c(-c4cccc(C5=CCCC5)c4)n2)[C@@H](CCO)N([S@](=O)C(C)(C)C)C3)CC1	3	-39	0	-3	-45	0.1	2	0.5
CN(C)N=Nc1ccc(S(=O)(=O)NC(Cc2ccccc2)C(=O)O)cc1 (centres undefined)	0	-1	0	-7	-14	-0.1	-3	0.0

13 entries from above, with values under each structure:
Every second line gives: ERAP1 inh, S100A4 inh HTS, ERp5 block, esBAF inh, RAD52 inh, E-sel inducer, RAD54 branch, XiGFP reactiv
COc1ccc(CCN=c2c([N+](=O)[O-])nn(-c3cccc(C)c3)n2O)cc1OC
 : 1, 1, 5, 10, -7, x, x, 0.0
CCCNC(=O)C1(C)CCCN(C(=O)c2ccccc2OC(F)(F)F)C1 (centres undefined)
 : -1, 0, -7, 2, -3, 0.3, -9, -0.1
Cc1ccc2ccccc2c1C(O)c1ncc(-c2ccc(Cl)cc2)[nH]1 (centres undefined)
 : -1, 16, 2, -3, -40, 0.7, 3, 0.0
Oc1ccccc1C=NCCN1CCN(CCN=Cc2ccccc2O)C1c1ccccc1O (centres undefined)
 : 1, 0, 1, -8, 66*, -0.2, 16, 0.0
COc1cccc(C#Cc2ccc3c(c2)O[C@@H](CN(C)S(=O)(=O)c2ccccc2F)[C@@H](C)CN([C@H](C)CO)S3(=O)=O)c1
 : 1, -15, 4, -6, -17, -0.2, 0, 0.0
C[C@H](CO)N1C[C@H](C)[C@@H](CN(C)Cc2cccnc2)Oc2cc(/C=C/c3ccccc3)ccc2S1(=O)=O
 : -8, -5, -5, x, 10, 0.3, x, 0.1
Cc1ccc(C(=O)CN2C(=O)C(C)Oc3ccccc32)cc1 (centres undefined)
 : 4, -4, 0, x, -16, 0.0, x, -0.5
COC(=O)C(Cc1c[nH]c2ccccc12)NC(=O)c1cc(-c2ccc(OC)c(OC)c2)oc1C (centres undefined)
 : 1, 1, 3, x, -69, x, -10, 0.0
CN(CC(=O)Nc1cccc(F)c1)C(=O)c1cn2ccccc2n1
 : 0, 0, 1, -5, 2, 0.2, 0, -0.2
Cc1ccc(S(=O)(=O)N(C)C[C@@H]2OCCCC[C@H](C)Oc3ccc(NS(=O)(=O)c4ccccc4)cc3C(=O)N([C@H](C)CO)C[C@@H]2C)cc1
 : 3, 9, 2, 7, 9, -0.1, 0, 0.2
Cc1sc(N)nc1C12CC3CC(CC(C3)C1)C2
 : 0, 0, 1, x, -5, 2.0, x, 0.3
CN1CCN(C(=O)c2cc3c(c(-c4cccc(C5=CCCC5)c4)n2)[C@@H](CCO)N([S@](=O)C(C)(C)C)C3)CC1
 : 3, -39, 0, -3, -45, 0.1, 2, 0.5
CN(C)N=Nc1ccc(S(=O)(=O)NC(Cc2ccccc2)C(=O)O)cc1 (centres undefined)
 : 0, -1, 0, -7, -14, -0.1, -3, 0.0
